Screens from PubChem BioAssay.
FBPA Giardia inh: inhibitors of Giardia lamblia fructose-1,6-bisphosphate aldolase | purified Giardia FBPA | Potency, µM (top dose mostly 59.6 µM), without a hit: top-dose activity, negative = inhibition, actives largely listed as inhibitors | actives 0.71% (n = 290,000); also: potency is read from the fitted curve at half-maximal effect; % is scaled to controls: 0 for no effect and ±100 for the full control effect; nearly all actives have a fitted effect of over 55% in size
Target sequence (A8B2U2 whole entry, looked up): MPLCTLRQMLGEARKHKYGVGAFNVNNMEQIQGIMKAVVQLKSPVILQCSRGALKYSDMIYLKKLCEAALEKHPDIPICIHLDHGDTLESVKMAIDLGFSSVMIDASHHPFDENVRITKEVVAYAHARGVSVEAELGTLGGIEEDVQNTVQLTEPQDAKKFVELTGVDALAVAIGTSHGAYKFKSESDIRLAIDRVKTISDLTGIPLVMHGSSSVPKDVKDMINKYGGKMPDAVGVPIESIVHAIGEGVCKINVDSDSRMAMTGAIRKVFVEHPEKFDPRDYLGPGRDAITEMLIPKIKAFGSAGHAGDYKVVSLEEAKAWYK
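Giardia FBPA (40 nM reagent) was preincubated 10 min at RT with compound (up to 57.5 uM final), then substrate plus GAPDH/TPI/NAD/arsenate coupling system with diaphorase/resazurin was added; resorufin fluorescence (525/598 nm) was read after 20 min.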
Pf growth 96h: P. falciparum growth inhibition at 96 hours; P. falciparum luciferase reporter growth, 96 h; Potency, µM (top dose mostly 28.7 µM), for inactives: top-dose activity change, negative = inhibition, actives largely listed as inhibitors; AID 504834; actives 6.9% (n = 320,000); also: potency is read from the fitted curve at half-maximal effect; % is scaled to controls: 0 for no effect and ±100 for the full control effect
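96 h incubation, 37 C, 5% CO2, of luciferase-reporter P. falciparum-infected RBCs (2% hematocrit, 0.05% parasitemia final) with test compounds; endpoint luminescence.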
CHX counter: counter-screen for Shiga toxin inhibitors: cycloheximide protein synthesis inhibition. max response, %. actives 12% (n = 300,000). cell reporter, cycloheximide protein synthesis inhibition counterscreen; in the data active = max response mostly above about 13%, no sharp cut-off; inactive = mostly below about 14%; also: read at 38.3 µM for the half of the compounds with a filed dose; 0% is about no effect
Pf growth 48h: inhibits P. falciparum growth in the first generation, 48 h; AID 504832; Potency, µM (titrated, usually from 28.7 µM), inactives show top-dose activity change, negative = inhibition, usual class: inhibitors; actives 5.9% (n = 310,000); P. falciparum luciferase growth in erythrocytes, 48 h; also: potency is read from the fitted curve at half-maximal effect; % is scaled to controls: 0 for no effect and ±100 for the full control effect
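Parasite viability was followed by luminescence of a genomically integrated firefly luciferase. Cultures held 0.1% parasitemia at 2% hematocrit (final), incubated under 5% CO2 at 37 C.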
Sm TGR inh: blocks Schistosoma mansoni thioredoxin glutathione reductase; Potency, µM (series often up to 114 µM), inactives show top-dose activity change, negative = inhibition, usual class: inhibitors; Q962Y6; actives 3% (n = 360,000); purified TGR, DTNB reduction, TNB absorbance 405 nm; AID 485364; also: potency is read from the fitted curve at half-maximal effect; % is scaled to controls: 0 for no effect and ±100 for the full control effect; nearly all actives have a fitted effect of over 60% in size
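First, TGR (20 nM dispensed) and NADPH were mixed with compound. Second, a 15 min room-temperature incubation followed. Third, further NADPH and then DTNB were added to start the reaction. Finally, TNB absorbance was monitored kinetically.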
Shiga inhibitor: inhibitors of Shiga toxin in Vero cells; inhibition, % at 38.7 µM; AID 2315; Vero cells, Shiga toxin protein synthesis inhibition reporter; actives 9.2% (n = 290,000); in the data active = inhibition mostly above about 28%, no sharp cut-off; inactive = mostly below about 43%; also: 0% is about no effect
An asterisk follows results filed as active; ? = inconclusive; nt = no result given; [ ] = remark or other dose. Unless noted, calls follow the shape of the dose curve; as a rule, active = well fitted curve in the direction sought with a large enough effect; inconclusive = small, poorly fitted or top-dose-only effect, or another doubt; inactive = no such curve, though single readings can be large; an effect the other way counts as inactive or inconclusive.

SMILES	FBPA Giardia inh	Pf growth 96h	CHX counter	Pf growth 48h	Sm TGR inh	Shiga inhibitor
CCOC(=O)C1=C(CCc2ccccc2)NC(=O)NC1c1ccc(Br)cc1 (stereo unspecified)	1%	-9%	-2	20%	-18%	-8
C[n+]1cccc(C(=O)NCC2CCCO2)c1 (stereo unspecified)	4%	-22%	-3	7%	-3%	-3
Cc1nc(NC(=O)/C=C/c2ccc(F)cc2)sc1C(=O)N(C)C	2%	13%	8	22%	-1%	-3
COc1ccccc1CNC(=O)CNC(=O)N1CC(=O)Nc2ccccc21	nt	?	-3	4%	0%	-9
CC(C)C(C(=O)NC1CCCC1)N(CC1CCCO1)C(=O)CNS(=O)(=O)c1ccc(F)cc1 (stereo unspecified)	nt	?	-7	?	5%	-3
O=C(Nc1cccc2c1CCCC2)c1ccc(Cl)c([N+](=O)[O-])c1	-9%	0%	-3	-10%	3%	-12
CCOC(=O)CSc1nnc(Cc2ccc(OC)cc2)n1-c1ccccc1	-3%	nt	1	8%	-8%	8
Cc1[nH]nc2c1C1(CCOCC1)C(C#N)=C(N)O2	3%	?	-2	2%	-6%	-15
CCCn1nnc2ccccc2c1=O	5%	27%	7	37%[activator]	-2%	-7
COc1cc(C(=S)N2CCOCC2)ccc1OC(=O)c1ccc(Br)cc1	-5%	5.2µM*	-1	13%	25%	5
COC(=O)CC1COc2ccccc2N1C(=O)c1cccc(Cl)c1 (stereo unspecified)	6%	?	0	41%[activator]	1%	-2
COC(=O)[C@@]1(Cc2ccc(F)cc2)[C@H]2c3cc(C(=O)N(C)C)n(C[C@H](O)CO)c3C[C@H]2CN1C(=O)c1ccccc1	1%	?	-1	-30%	-6%	-9
O=C(c1cccs1)N1N=C(c2ccccc2)CC1c1ccccc1 (stereo unspecified)	1%	2.6µM*	1	?	8%	-5
Cc1ccccc1S(=O)(=O)/N=C(/c1ccccc1)N(C)C	nt	-18%	9	-2%	-14%	16
CCCCOc1ccccc1NC(=O)Cn1c(-c2nonc2N)nc2ccccc21	0%	nt	1	-28%	-2%	2
O=P(OCC1CC1)(c1ccccc1)c1ccccc1	2%	?	-1	5%	0%	-12
COc1ccccc1N1CCN(C(=O)c2ccncc2)CC1	3%	?	-9	4%	-16%	-5
CCOc1cc(N2CCOCC2)c(OCC)cc1NC(=O)COC(=O)CCn1c(C)csc1=O	nt	3%	nt	-10%	-9%	nt
CC1CCCCC1NC(=O)c1cccc(N2C(=O)C3C4C=CC(C4)C3C2=O)c1 (stereo unspecified)	8%	-1%	1	-7%	2%	-2
CCOc1ccccc1Nc1ccc(C(=O)O)cc1NC(C)=O	-4%	-41%	-1	19%	6%	16
Cc1ccc2nsnc2c1NC(=O)COc1ccccc1	-1%	?	2	?	-6%	4
Cc1cc(C)cc(C(=O)Oc2coc(CSc3nnc(NC(=O)C4CC4)s3)cc2=O)c1	10%	5%	-2	2%	-1%	-2
CC1(C)Oc2ccc(C(=O)NC3CCCC3)cc2N(CC(=O)N2CCOCC2)C1=O	0%	nt	-1	4%	15%	17
CCc1nnc(NS(=O)(=O)c2ccc(NC(=O)c3ccccc3OC)cc2)s1	-5%	3%	15	-1%	8%	-4
COc1ccc(N2CCN(C(=O)c3ccc(N(C)S(=O)(=O)c4ccc(C)cc4)cc3)CC2)cc1	-1%	-16%	6	0%	0%	-8

Four of the compounds above, as labelled records:
CCOC(=O)C1=C(CCc2ccccc2)NC(=O)NC1c1ccc(Br)cc1 (stereo unspecified)
  FBPA Giardia inh = 1% | Pf growth 96h = -9% | CHX counter = -2 | Pf growth 48h = 20% | Sm TGR inh = -18% | Shiga inhibitor = -8

C[n+]1cccc(C(=O)NCC2CCCO2)c1 (stereo unspecified)
  FBPA Giardia inh = 4% | Pf growth 96h = -22% | CHX counter = -3 | Pf growth 48h = 7% | Sm TGR inh = -3% | Shiga inhibitor = -3

Cc1nc(NC(=O)/C=C/c2ccc(F)cc2)sc1C(=O)N(C)C
  FBPA Giardia inh = 2% | Pf growth 96h = 13% | CHX counter = 8 | Pf growth 48h = 22% | Sm TGR inh = -1% | Shiga inhibitor = -3

COc1ccccc1CNC(=O)CNC(=O)N1CC(=O)Nc2ccccc21
  FBPA Giardia inh = nt | Pf growth 96h = ? | CHX counter = -3 | Pf growth 48h = 4% | Sm TGR inh = 0% | Shiga inhibitor = -9

Next section:
SMILES	FBPA Giardia inh	Pf growth 96h	CHX counter	Pf growth 48h	Sm TGR inh	Shiga inhibitor
COc1ccccc1OCCCCN1CCN(c2ccccc2OC)CC1	-14%	?	-9	nt	-3%	-15
Brc1ccc(-c2cn3cccnc3n2)cc1	-6%	nt	35*	81%[activator]	-4%	75*
Nc1nc2nonc2nc1N	0%	6%	1	49%[activator]	-27%	18
COc1ccc(N=Cc2c[nH][nH]c2=O)cc1	0%	12%	-1	0%	5%	-8
CCN(CCCNC(=O)c1ccc2c(c1)NC(=O)CN2C)c1cccc(C)c1	nt	2%	-3	?	0%	-6
CN1CCN(c2nc(-c3ccccn3)nc3ccccc23)CC1	-5%	5.9µM*	5	nt	-9%	18
COCCNC(=S)N1C2CCC1CC(NC(=O)NC13CC4CC(CC(C4)C1)C3)C2 (stereo unspecified)	-2%	?	8	?	-22%	8
COc1cc(NS(=O)(=O)c2ccc(NC(=S)NC(=O)c3ccc(F)c(F)c3)cc2)nc(OC)n1	nt	24%	-3	1%	22µM*	23
COc1ccc(C(=O)NC(=S)N2CC(C)OC(C)C2)cc1 (stereo unspecified)	?	6%	-3	4%	-7%	-3
Cc1cc[n+](CC(=O)c2ccc3c(c2)OCCO3)cc1	3%	0%	1	25%	-2%	-1
CCCSc1cc(=O)n(-c2ccccc2)nc1C(=O)O	1%	24%	5	-1%	3%	22
CSCC[C@H](NC(=O)c1cc([N+](=O)[O-])ccc1Cl)c1nc2ccccc2[nH]1	4%	15µM*	2	12µM*	-25%	13
COc1cccc(NC(=O)c2ccccc2-c2nc(-c3ccc(Cl)cc3)no2)c1	1%	?	59*	?	2%	62*
COc1ccc(-n2nc(C(=O)NCC(=O)NCCC3=CCCCC3)c3ccccc3c2=O)c(OC)c1	-8%	17%	-3	?	-1%	-7
COc1ccc(N2CC(C(=O)NC3CCSC3=O)CC2=O)cc1 (stereo unspecified)	-4%	9%	-3	-18%	2%	-5
Cc1c(NC(=O)CN2C(=O)NC(C)(c3ccccc3Cl)C2=O)c(=O)n(-c2ccccc2)n1C (stereo unspecified)	4%	28%	-1	24%	-3%	-16
Cn1c(O)c(/C=C2\C=Nc3ccc(Br)cc32)c(=O)n(C)c1=O	-1%	-13%	1	26%	-21%	-3
CCN(CC)C(=O)COc1ccc(/C=C(\C#N)S(=O)(=O)c2ccccc2)cc1OC	-2%	9.3µM*	-4	1%	5%	-14
Cc1cccc(-n2ncc3c(NCCCN4CCCC4=O)ncnc32)c1	-5%	8%	58*	104%[activator]	5%	77*
CCC(=O)c1ccc(OCC(O)CN2CCN(c3ccccn3)CC2)cc1 (stereo unspecified)	1%	?	-3	?	-1%	nt
COC(C(=O)NC1CCCCCCC1)c1ccccc1 (stereo unspecified)	4%	3.3µM*	3	-2%	3%	10
CCOC(=O)c1oc2cccc(O)c2c1CN(Cc1ccccc1)C(C)=O	1%	?	-5	-23%	-28%	-3
COc1ccc(N2CC(C(=O)N3CCOCC3)CC2=O)cc1 (stereo unspecified)	-10%	52%[activator]	-2	15%	0%	6
CCN(CCNS(=O)(=O)c1ccc2c(c1)oc(=O)n2C)c1ccccc1	-12%	-1%	-2	nt	-9%	-13
O=C(NCc1ccco1)c1ccc2c(c1)C(=O)N(Cc1ccccc1)C2=O	2%	21%	-1	0%	-15%	3
SMILES	FBPA Giardia inh	Pf growth 96h	CHX counter	Pf growth 48h	Sm TGR inh	Shiga inhibitor
O=C(Nc1ccc(S(=O)(=O)Nc2nccs2)cc1)/C(=C/c1ccccc1Cl)NC(=O)c1ccccc1	8%	16%	-2	12%	-1%	-17
Cc1ccc2nc(NC(=O)Cn3nc(C)c([N+](=O)[O-])c3C)sc2c1	1%	-3%	-2	-6%	4%	-8
CC(=O)c1cccc(NC(=O)c2ccc(NS(=O)(=O)c3c(C)noc3C)cc2)c1	9%	-6%	-1	-8%	-31%	18
O=C(Nc1ccccc1[N+](=O)[O-])c1cc2ccccc2nc1Cl	2%	87%[activator]	19	35%[activator]	11%	20
O=C(CCC(=O)N1CCOc2ccc(Cl)cc21)NCc1ccccc1	1%	12µM*	-3	-14%	2%	-2
O=C(Nc1nc(-c2cccc3ccccc23)cs1)c1ccc2c(c1)S(=O)(=O)c1ccccc1C2=O	2%	30%	21*	66%[activator]	nt	62*
Cc1ccccc1NC(=O)CSCc1nc(N)nc(Nc2ccccc2C)n1	3%	-13%	16*	4%	6%	4
CCOC(=O)COc1cccc2c(=O)n(CC(N)=O)ccc12	1%	33%[activator]	-2	16%	-4%	-3
Cc1ccc(Cl)cc1N(CC(=O)NCc1ccccc1)S(C)(=O)=O	13%	-37%	2	5%	2%	-4
Cc1ccc2oc(=O)n(CC(=O)OCCC(C)C)c2c1	-2%	3%	-3	-5%	5%	14
CCc1[nH]nc(C(=O)N2CCCC(C(=O)c3cccc(OC(C)C)c3)C2)c1C (stereo unspecified)	nt	?	24*	?	-1%	51*
COC(=O)c1c(-c2cc(C)ccc2C)csc1NC(=O)C1CC=CCC1C(=O)O (stereo unspecified)	20%	-1%	-4	-1%	nt	40
CC(=O)Nc1ccc(S(=O)(=O)NCC(=O)OCC(=O)N2CCc3ccccc32)cc1	3%	?	-3	nt	-26%	1
Cc1ccc(NC(=O)N(Cc2cccnc2)Cc2ccco2)cc1C	7%	?	-4	?	-2%	-5
COc1cc(Cl)c(C)cc1NC(=S)NN	20µM*	?	5	?	-1%	-8
COc1ccc(/C=C\c2cc(OC)c(OC)cc2CC[N+](C)(C)C)cc1OC	-3%	17%	0	?	-25%	-8
COc1ccccc1C(=O)NC(=O)COC(=O)CN1C(=O)NC2(CCCCC2C)C1=O (stereo unspecified)	nt	1%	nt	14%	-12%	nt
COc1ccccc1-c1cnn2c(NCc3ccccc3)cc(C)nc12	10%	?	12	-10%	0%	34
CSc1ccc(S(=O)(=O)NCc2ccc(Cl)cc2)cc1	-4%	nt	-5	12%	0%	-11

Compound profiles (already shown):
CCN(CCNS(=O)(=O)c1ccc2c(c1)oc(=O)n2C)c1ccccc1 as listed: FBPA Giardia inh = -12%; Pf growth 96h = -1%; CHX counter = -2; Pf growth 48h = nt; Sm TGR inh = -9%; Shiga inhibitor = -13
COc1ccccc1N1CCN(C(=O)c2ccncc2)CC1 as listed: FBPA Giardia inh = 3%; Pf growth 96h = ?; CHX counter = -9; Pf growth 48h = 4%; Sm TGR inh = -16%; Shiga inhibitor = -5

6 records picked at random from the list so far, as already listed:
SMILES	FBPA Giardia inh	Pf growth 96h	CHX counter	Pf growth 48h	Sm TGR inh	Shiga inhibitor
Cc1ccccc1NC(=O)CSCc1nc(N)nc(Nc2ccccc2C)n1	3%	-13%	16*	4%	6%	4
O=C(Nc1ccccc1[N+](=O)[O-])c1cc2ccccc2nc1Cl	2%	87%[activator]	19	35%[activator]	11%	20
O=C(Nc1ccc(S(=O)(=O)Nc2nccs2)cc1)/C(=C/c1ccccc1Cl)NC(=O)c1ccccc1	8%	16%	-2	12%	-1%	-17
CCc1[nH]nc(C(=O)N2CCCC(C(=O)c3cccc(OC(C)C)c3)C2)c1C (stereo unspecified)	nt	?	24*	?	-1%	51*
O=C(Nc1nc(-c2cccc3ccccc23)cs1)c1ccc2c(c1)S(=O)(=O)c1ccccc1C2=O	2%	30%	21*	66%[activator]	nt	62*
Cc1ccc(Cl)cc1N(CC(=O)NCc1ccccc1)S(C)(=O)=O	13%	-37%	2	5%	2%	-4
